# Source: PubChem BioAssay
# 12-LOX inh – ALOX12 (human) lipoxygenase inhibition; Potency, µM (doses to about 108 µM), inactives show at the highest dose activity change, negative = inhibition, usual class: inhibitors; AID 1671190; 580,000 tested, 1.1% active; purified 12hLO, xylenol orange hydroperoxide absorbance; P18054; note: potency is the fitted concentration of half-maximal effect; % is set by controls: 0 for no effect and ±100 for the full control effect
#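 Purified human 12hLO at 150 nM in 25 mM Hepes, 0.01% Triton X-100, pH 7.0, preincubated 15 min at room temperature with compound. Reaction started with 40 uM arachidonic acid, 30 min at room temperature. Hydroperoxide measured by Fe-xylenol orange, 573/405 nm absorbance ratio.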
# LDHA block – LDHA (human) enzyme inhibition. P00338. purified LDHA, NADH/diaphorase-resazurin fluorescence; stronger effect = lower value. activity change, % (values are at about 110 or 230 µM). 480,000 tested, 0.15% active. AID 1347041; in the data active = activity change below about -30%; inconclusive = mostly about -25% to -30%;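 note: plate controls were DMSO wells for no effect and wells without enzyme for full effect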
#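 Human LDH5 at 2 nM final in Tris HCl pH 7.4 with 0.06 mM NADH and 0.2 mM pyruvate, reacted 5 minutes at room temperature. Remaining NADH coupled via diaphorase/resazurin; resorufin fluorescence read at 0 and 20 minutes, normalized to enzyme-free and DMSO wells.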
# RGS4 inhibitor – blocks human RGS4-accelerated GTP hydrolysis | Transcreener GDP fluorescence polarization, RGS4-accelerated GTP hydrolysis | Potency, µM (doses to about 114 µM), for inactives: at the top dose activity change, negative = inhibition, actives largely listed as inhibitors | P49798 | AID 504845 | 390,000 tested, 0.039% active; note: potency is the fitted concentration of half-maximal effect; % is set by controls: 0 for no effect and ±100 for the full control effect; nearly all actives have a fitted effect of over 75% in size; some results filed as inactive show a strong effect at the top dose
#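 MLSMR compounds (23 nl, pin-transferred) preincubated 10 min at room temperature with a 500nM (2x) first reagent, then RGS4 at 900nM (2x) plus Transcreener GDP mix added; fluorescence polarization (620/688 nm) read before and after 90 min at 30 °C.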
# Anesthetic bind – candidate novel general anesthetic via apoferritin binding. 350,000 tested, 0.074% active. Potency, µM (series often up to 77.5 µM), for the others: top-dose activity change, negative = displacement, most hits filed as inhibitors. apoferritin/1-aminoanthracene competitive binding, fluorescence; note: potency is the fitted concentration of half-maximal effect; % is set by controls: 0 for no effect and ±100 for the full control effect; nearly all actives have a fitted effect of over 20% in size
# Target sequence (P02791 2-175 limits assumed): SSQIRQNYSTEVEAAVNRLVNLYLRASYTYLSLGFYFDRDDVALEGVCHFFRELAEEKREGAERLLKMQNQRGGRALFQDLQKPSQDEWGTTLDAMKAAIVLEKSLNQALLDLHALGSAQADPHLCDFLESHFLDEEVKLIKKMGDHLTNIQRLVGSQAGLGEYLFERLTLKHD
#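 Read-out: endpoint 1-AMA fluorescence, excitation 380 nm and emission 535 nm, after compounds sit 10 min at room temperature with 10 uM horse-spleen apoferritin in 50% saturated 1-AMA/PBS. Values come from four-parameter Hill fits.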
# APE1 inh – blocks human APE1 abasic DNA cleavage; P27695; recombinant APE1, TAMRA/BHQ-2 abasic DNA cleavage fluorescence; Potency, µM (highest dose often 65.8 µM), without a hit: top-dose activity change, negative = inhibition, usual class: inhibitors; 350,000 tested, 0.35% active;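 note: potency is the fitted concentration of half-maximal effect; plate controls were vehicle for no effect and reference inhibitor for full effect; nearly all actives have a fitted effect of over 55% in size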
# Target sequence (P27695 whole entry, looked up): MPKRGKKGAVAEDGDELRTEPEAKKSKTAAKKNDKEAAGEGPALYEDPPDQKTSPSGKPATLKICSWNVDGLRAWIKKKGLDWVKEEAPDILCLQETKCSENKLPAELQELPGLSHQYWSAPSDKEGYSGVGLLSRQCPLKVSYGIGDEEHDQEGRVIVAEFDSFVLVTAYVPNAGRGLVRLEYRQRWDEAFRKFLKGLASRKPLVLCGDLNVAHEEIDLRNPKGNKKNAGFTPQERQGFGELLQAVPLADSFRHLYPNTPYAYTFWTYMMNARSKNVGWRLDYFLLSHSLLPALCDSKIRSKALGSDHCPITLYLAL
#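 APE1 at 0.75 nM preincubated 15 min at room temperature with compound. Reaction then started with 50 nM double-stranded THF-abasic substrate labelled with TAMRA/BHQ-2, and 525/598 nm fluorescence read kinetically. Activity taken as third-minus-first read difference, normalized to DMSO and NSC13755 controls.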
# ERG Ets-DNA blk – inhibitors of human ERG Ets domain-DNA interaction. P11308. fluorescence polarization, His-ERG Ets domain / labelled DNA. Potency, µM (top dose mostly 76.9 µM), for the others: top-dose FP activity, negative = inhibition, usual class: inhibitors. 370,000 tested, 0.028% active. AID 624246; active = well fitted inhibition curve with a large enough effect in the polarisation, with a control signal flat; inconclusive = small, poorly fitted or top-dose-only effect, or effect the other way, or a change in a side signal; inactive = no such curve, though single readings can be large or run the other way; the % refers to the polarisation;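 note: polarization taken with two DNA probes labelled with fluorescein and Texas red; potency is the fitted concentration of half-maximal effect; % of control where 0% means no effect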
# Target sequence (P11308 whole entry, looked up, the tested form may be a part): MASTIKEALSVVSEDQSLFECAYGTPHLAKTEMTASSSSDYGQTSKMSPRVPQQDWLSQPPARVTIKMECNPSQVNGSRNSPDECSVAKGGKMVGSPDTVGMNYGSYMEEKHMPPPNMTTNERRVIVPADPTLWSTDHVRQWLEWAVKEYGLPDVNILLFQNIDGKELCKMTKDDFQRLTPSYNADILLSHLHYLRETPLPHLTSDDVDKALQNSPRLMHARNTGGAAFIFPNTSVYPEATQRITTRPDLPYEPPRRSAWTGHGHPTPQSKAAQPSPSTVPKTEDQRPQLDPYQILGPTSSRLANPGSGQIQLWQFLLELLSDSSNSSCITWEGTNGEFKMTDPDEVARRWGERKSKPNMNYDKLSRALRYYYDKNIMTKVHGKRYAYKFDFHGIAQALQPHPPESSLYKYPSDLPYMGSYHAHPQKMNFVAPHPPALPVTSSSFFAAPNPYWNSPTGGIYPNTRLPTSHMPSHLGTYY
#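 His-tagged ERG Ets domain (1 uM in the protein solution; 300mM KCl, 50mM Tris-HCl, 1mM EDTA, 1mM DTT, pH 7.5) received compound, then a probe mix of 5 nM fluorescein-DNA and 100nM Texas-615-DNA. Fluorescence polarization was read for both dyes.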
# Pol beta inh – blocks human DNA polymerase beta activity; P06746; Pol beta primer extension/strand displacement, fluorescence kinetic; Potency, µM (doses to about 114 µM), without a hit: top-dose activity change, negative = inhibition, hits mostly inhibitors; 340,000 tested, 1.3% active; AID 485314; note: potency is the fitted concentration of half-maximal effect; % is set by controls: 0 for no effect and ±100 for the full control effect
#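 Human Pol beta at 10 nM; strand-displacement substrate 50 nM final. Compound exposure 15 min at room temperature before start, reaction 10 min at room temperature.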
# Pol eta inh – inhibitors of human DNA polymerase eta; Q9Y253; recombinant Pol eta, fluorescent DNA replication assay; Potency, µM (doses to about 114 µM), inactives show top-dose activity change, negative = inhibition, usual class: inhibitors; 390,000 tested, 1.2% active; note: potency is the fitted concentration of half-maximal effect; % is set by controls: 0 for no effect and ±100 for the full control effect
#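 Pol eta (10 nM) was preincubated with compounds for 15 min at room temperature, after which fluorescent replication substrate (50 nM final) was added to start the reaction. Fluorescence was read kinetically at 0 and 10 min.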
# POLK inh – DNA polymerase kappa (human) inhibition | 400,000 tested, 0.53% active | purified Pol kappa, fluorescent DNA synthesis assay, 10 min | Q9UBT6 | Potency, µM (top dose mostly 107 µM), for inactives: top-dose activity, negative = inhibition, most hits filed as inhibitors | AID 588579; note: potency is the fitted concentration of half-maximal effect; % is set by controls: 0 for no effect and ±100 for the full control effect
#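 Pol kappa 10 nM + cpd, 15 min RT; start w/ substrate 50 nM final; fluorescence kinetic read, 0 and 10 min. Neg ctrl: buffer, no enzyme.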
# The depositor's hits bear a star; u = inconclusive; x = not tested or not shown; & = joins results of further samples; [ ] = another dose, or the depositor's remark. Unless noted, calls come from the whole dose curve; as a rule, active = well fitted curve in the direction sought with a large enough effect; inconclusive = small, poorly fitted or top-dose-only effect, or another doubt; inactive = no such curve, though single readings can be large; an effect the other way counts as inactive or inconclusive. The list is partial (hit frequency here may not be typical).
# Values run as follows: APE1 inh, Pol eta inh, ERG Ets-DNA blk, Pol beta inh, RGS4 inhibitor, LDHA block, Anesthetic bind, 12-LOX inh, POLK inh
> COc1ccc(/C=C(\NC(=O)c2cccs2)C(=O)NN)cc1OC
→ 32%, -17%, -6%, 2%, -20%, 0, -14%, 15%, 2%
> O=C(CSc1ncnc2c1oc1ccccc12)Nc1ccc2c(c1)OCCO2
→ x, 8%, -5%, x, 39%, -11, x, -23%, -23%
> O=C(NCc1cccnc1)c1ccccc1Br
→ 15%, -8%, -7%, 21%, 1%, -9, 1%, 7%, -2%
> CCOC(=O)N1CCC(NC(=O)CSCc2nc(-c3ccc(OCC)cc3)oc2C)CC1
→ -8%, 3%, u, 3%, 9%, -5, -4%, 12%, -4%
> CC(=O)NC(Cc1ccc(F)c(F)c1)C(=O)NC1CCN(C(=O)c2ccc(C)cc2)CC1 (centres undefined)
→ 1%, -4%, -4%, -10%, -6%, -3, 0%, 0%, -1%
> Cc1ccc(NC(=O)c2cc(C)no2)cc1
→ 29%, 0%, 10%, 49%, 29%, -3, 7%, 3%, -4%
> O=C(NCCNCCO)C1(C(F)(F)F)C/C(=C\Cc2ccccc2)CCCO1 (centres undefined)
→ 6%, -19%, -3%, x, -15%&22%, 0, -3%, 1%, 3%&-13%
> CCCCSCCCNC(=O)c1cn(C)c2ccc(S(=O)(=O)N3CCCCC3)cc2c1=O
→ x, -6%, 2%, -16%, 15%, -3, 2%, -12%, -9%
> CSc1nnc(SCC2=NNC(=O)SC2)s1
→ 1%, -7%, 0%, 1%, -16%, -8, -8%, 17%, 0%
> O=C(COC(=O)c1ccccc1S(=O)(=O)N1CCCCC1)NCC(F)(F)F
→ -1%, 1%, 0%, 6%, -5%[11.4 µM], -2, -5%, 0%, -17%
> CCOc1ccc(NC(=S)NCc2ccc3[nH]c(C)cc3c2)cc1
→ 1%, -17%, -1%, 11%, -22%[56.9 µM], 1, -8%, 10µM*, 0%
> Cc1cc2ccccc2n1-c1ccc(C(=O)N2CCC(C(=O)NCc3ccc(F)cc3)CC2)s1
→ x, -14%, 4%, 4%, -12%, -4, 25%, -1%, -11%
> CC1(C)CC(N=C2C([N+](=O)[O-])=CC=C3C2=NC2(CCCCC2)N3O)CC(C)(C)N1
→ 7%, -20%, 16%, -3%, 2%, 15, -9%, -17%, -5%
> COc1ccc(S(=O)(=O)N(C)c2ccc(C(=O)NCc3ccccn3)cc2)cc1OC
→ 28%, 1%, -2%, 2%, 18%, -4, -7%, 1%, 0%
> CC(C)C(OC(=O)c1cccs1)C(=O)NCc1ccccc1 (centres undefined)
→ -2%, 4%, -9%, 6%, 30%, -10, -13%, 6%, 1%
> CC(C)(C)NC(=O)CN(C(=O)CCC(=O)Nc1nccs1)c1ccc2c(c1)OCCO2
→ 55%[activator], -7%, 5%, 25%, 3%, -6, 0%, u, 0%
> Cc1cccc(C)c1NC(=O)CNC(=O)C(C)N1CCCCC1 (centres undefined)
→ 17%, -16%, 17%, x, -41%, -6, x, 124%[activator], -17%
> COc1ccc(/C=N/NC(=O)c2ccco2)cc1Cn1nc(C)cc1C
→ -1%, -15%, -7%, 6%, -4%, -1, -18%, -15%, 0%
> Cc1ccc(S(=O)(=O)NC(=O)NC(C)(C)C)cc1
→ 1%, 5%, 0%, -3%, -33%, 4, -9%, u, -6%
> O=C(c1ccc(Cl)c(S(=O)(=O)N2CCCCC2)c1)N1CCCCCC1
→ -9%, -15%, 9%, -17%, 14%, -9, -23%, -13%, -4%

# Another view of 8 compounds above.
mol	APE1 inh	Pol eta inh	ERG Ets-DNA blk	Pol beta inh	RGS4 inhibitor	LDHA block	Anesthetic bind	12-LOX inh	POLK inh
CC1(C)CC(N=C2C([N+](=O)[O-])=CC=C3C2=NC2(CCCCC2)N3O)CC(C)(C)N1	7%	-20%	16%	-3%	2%	15	-9%	-17%	-5%
COc1ccc(S(=O)(=O)N(C)c2ccc(C(=O)NCc3ccccn3)cc2)cc1OC	28%	1%	-2%	2%	18%	-4	-7%	1%	0%
CC(C)C(OC(=O)c1cccs1)C(=O)NCc1ccccc1 (centres undefined)	-2%	4%	-9%	6%	30%	-10	-13%	6%	1%
CC(C)(C)NC(=O)CN(C(=O)CCC(=O)Nc1nccs1)c1ccc2c(c1)OCCO2	55%[activator]	-7%	5%	25%	3%	-6	0%	u	0%
Cc1cccc(C)c1NC(=O)CNC(=O)C(C)N1CCCCC1 (centres undefined)	17%	-16%	17%	x	-41%	-6	x	124%[activator]	-17%
COc1ccc(/C=N/NC(=O)c2ccco2)cc1Cn1nc(C)cc1C	-1%	-15%	-7%	6%	-4%	-1	-18%	-15%	0%
Cc1ccc(S(=O)(=O)NC(=O)NC(C)(C)C)cc1	1%	5%	0%	-3%	-33%	4	-9%	u	-6%
O=C(c1ccc(Cl)c(S(=O)(=O)N2CCCCC2)c1)N1CCCCCC1	-9%	-15%	9%	-17%	14%	-9	-23%	-13%	-4%

# Further records.
# Values run as follows: APE1 inh, Pol eta inh, ERG Ets-DNA blk, Pol beta inh, RGS4 inhibitor, LDHA block, Anesthetic bind, 12-LOX inh, POLK inh
> COC(=O)C[C@H](NC(=O)Cn1cnc2c(SC)nc(N)nc21)C(=O)OC
→ -2%, -5%, 2%, x, 28%, -4, x, 0%, -20%
> Cc1ccc(CCNC(=O)c2cc3cc4cc(C)ccc4nc3s2)cc1
→ x, -10%, 0%, u, -8%, -2, 15%, -28%, 3%[60.1 µM]
> COc1ccccc1NC(=O)CN1C(=O)COc2ccc(S(=O)(=O)N3CCCCCC3)cc21
→ 33%, -11%, 9%, 3%, -17%[11.4 µM], 0, -15%, 15%, -3%
> CCOc1ccc2oc(=O)cc(CN3CCN(c4ccc(Cl)cc4)CC3)c2c1
→ x, -22%, 8%, 16%, -1%, 2, -17%, -31%, 3%
> CCCC(=O)Nc1ccc(Cl)c(NC(=S)NC(=O)C(C)C)c1
→ -1%, -5%, 2%, 1%, -16%, 1, -11%, -18%, -1%
> OC(CN1CCCCC1)CN1CCCCC1
→ -10%, -4%, 8%, 2%, -2%, -5, -12%, -20%, -1%
> COc1ccc(CNC(=O)c2ccccc2SC)cc1
→ 1%, -15%, 7%, 14%, -30%, -6, -9%, u, 1%
> CC(C(=O)Nc1ccc(F)c(F)c1F)N(C)CCOc1ccccc1 (centres undefined)
→ -32%, -13%, 5%, 14%, -34%, -1, -8%, 3%, -10%
> CCOC(=O)c1sc(N)c(C#N)c1COC(=O)C1=COCCO1
→ 2%, -5%, -6%, x, 0%, -1, x, 65%[activator], -21%
> CCCCCCCCCCCCOC1OC(CO)C(O)C(O)C1NC(C)=O (centres undefined)
→ 1%, -13%, -10%, -10%, -27%, -4, 2%, -2%, -5%
> CC[C@]12c3[nH]c4ccccc4c3CCN1C(=O)C(CC(=O)NCCCn1ccnc1)C[C@@H]2C(=O)N1CCN(C(=O)C2CC2)CC1 (some centres undefined)
→ -5%, -10%, 1%, x, 21%, -7, x, -19%, -12%
> CC(C)(C)c1nc2ccccc2[nH]1
→ -1%, -14%, -21%, 4%, -51%, 3, -12%, 0%, -11%
> COc1ccc(CCn2c3c(c(=O)[nH]c2=O)C(NC(=O)c2ccccc2OC)(C(F)(F)F)C(=O)N3)cc1OC (centres undefined)
→ x, -19%, -10%, -20%, -13%, 3, 5%, -12%, -9%
> COc1cccc(Oc2ccc(C(F)(F)F)cc2NC(=O)CN2C(=O)NC3(CCCC3)C2=O)c1
→ 8%, -13%, -10%, x, 13%, -12, x, 3%, -1%
> Cc1c(Cl)cccc1NC(=O)CN1CCC(C(O)(c2ccccc2)c2ccccc2)CC1
→ -5%, -3%, -9%, 22%, -6%, 5, -12%, 5%, -10%
> Cc1ccccc1C(=O)Nc1ccc(-c2nnc(SC(C)C(=O)O)n2C)cc1 (centres undefined)
→ 3%, -6%, 6%, 2%, -12%[56.9 µM], -3, 38%[activator], 4%, 8%
> S=c1[nH]nc(-c2cccnc2)n1/N=C/C(Cl)=C\c1ccccc1
→ 6%, u, -17%, 18%, -43%, -6, -7%, u, -18%
> COc1cc(OC)c(NC(C)C(=O)NCc2ccccc2)cc1Cl (centres undefined)
→ 4%, -2%, 14%, -22%, 13%, 6, -6%, 1%, 8%
> CCOC(=O)N1CCC(N2Cc3cccc(C(=O)Nc4ccc(OCC)cc4)c3C2=O)CC1
→ 10%, -17%, 6%, 0%, 16%, -3, -6%, -3%, -1%
> O=C(c1ccc(CNS(=O)(=O)c2cccc(Cl)c2)cc1)N1CCCCC1
→ -11%, -11%, 11%, 2%, 4%, -2, -7%, 0%, -3%
> C/C(=N/NC(=O)c1ccncc1)c1ccc2c(c1)OCO2
→ 5%, 3%, -10%, 2%, 8%, -2, -1%, 31%, 0%
> Cc1ccc(C2C(C#N)=C(N)OC3=C2C(=O)CCC3)s1 (centres undefined)
→ u, -20%, -8%, 92%, -3%, -5, -15%, -17%, -2%
